Arr AP2 block – blocks beta-arrestin peptide binding to AP2 adaptin | FITC-arrestin peptide / GST-AP2 beads, flow cytometry; AP2 beta2 appendage carries R879A mutation | inhibition, % at 10 µM | hit rate 0.31% among 340,000;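 active = inhibition above a set limit, near 3 SD of compounds lacking own fluorescence, cut at about 54% in these data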;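 also: plate controls were DMSO wells for no effect and 5 µM unlabelled arrestin peptide for full effect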
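Measured by: flow cytometry, FL1 (488/535 nm); Material: AP2 appendage R879A on GSH beads; Evaluation: percent response; Timing: pre-incubation 12 min, peptide binding 1 h, room temperature; Also added: 50 nM FITC-arrestin peptide; Medium: PBS with 0.05% Tween 20 and 0.1% BSA.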
PKA-R1A activ – activates the PKA-R1A holoenzyme complex; PKA-R1A dissociation, Cy5-IP20 fluorescence polarization; scaled: DMSO 0%, 113 µM cGMP 100%; AID 504707; activation, % at 11.4 µM; hit rate 0.083% among 340,000; P00514+P68181;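 active = percent activation above the mean of all tested compounds plus 3 SD, cut at about 19% in these data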;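 also: higher means more PKAc released from R1A so a rise in polarization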
Pemphigus Ab inh – inhibitors of pemphigus antibody binding to human desmoglein-3. DSG3-coupled beads, scFv-anti-DSG3-GFP binding, flow cytometry; active compounds read low. hit rate 0.48% among 310,000. binding (percent of control), % at 10 µM. P32926;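 active = binding more than 3 SD below its plate's average and above zero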;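 also: hits lower antibody fragment binding to DSG3; some compounds called inactive have numbers as strong as hits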
Target sequence (P32926 whole entry, looked up, the tested form may be a part): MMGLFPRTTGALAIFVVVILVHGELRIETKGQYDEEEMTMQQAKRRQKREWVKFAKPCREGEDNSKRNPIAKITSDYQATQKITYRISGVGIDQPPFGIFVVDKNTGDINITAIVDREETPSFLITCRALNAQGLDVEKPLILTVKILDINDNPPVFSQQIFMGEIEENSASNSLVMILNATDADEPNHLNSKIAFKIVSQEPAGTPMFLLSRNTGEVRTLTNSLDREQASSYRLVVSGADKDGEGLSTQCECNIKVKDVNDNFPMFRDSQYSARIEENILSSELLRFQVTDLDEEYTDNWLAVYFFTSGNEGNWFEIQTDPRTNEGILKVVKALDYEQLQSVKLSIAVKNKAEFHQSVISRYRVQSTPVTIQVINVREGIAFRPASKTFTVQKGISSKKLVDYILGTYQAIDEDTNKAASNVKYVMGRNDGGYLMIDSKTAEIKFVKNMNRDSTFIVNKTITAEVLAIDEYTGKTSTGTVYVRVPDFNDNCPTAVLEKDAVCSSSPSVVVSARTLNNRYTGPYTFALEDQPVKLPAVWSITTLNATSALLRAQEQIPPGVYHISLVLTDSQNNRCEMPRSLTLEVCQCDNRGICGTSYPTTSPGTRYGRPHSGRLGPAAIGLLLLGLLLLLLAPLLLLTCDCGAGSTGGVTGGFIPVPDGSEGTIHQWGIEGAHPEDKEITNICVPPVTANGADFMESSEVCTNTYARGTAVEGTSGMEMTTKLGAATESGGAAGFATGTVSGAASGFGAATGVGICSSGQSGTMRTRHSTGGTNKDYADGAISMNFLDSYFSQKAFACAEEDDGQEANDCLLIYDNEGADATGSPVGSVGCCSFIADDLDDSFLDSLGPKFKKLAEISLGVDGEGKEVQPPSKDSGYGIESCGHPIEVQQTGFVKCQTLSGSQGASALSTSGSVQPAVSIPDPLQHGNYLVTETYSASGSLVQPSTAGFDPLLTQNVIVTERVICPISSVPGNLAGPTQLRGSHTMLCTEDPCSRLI
NSD2 inh – blocks human histone methyltransferase NSD2; O96028; NSD2 peptide methylation, AlphaScreen, 120 min; inhibition, % at 12.5 µM; hit rate 0.54% among 310,000; AID 743445; in the data active = inhibition above about 50%
MITF TRPM1 HTS – increases MITF-driven TRPM1 promoter luciferase signal; SK-MEL-5 TRPM1-promoter luciferase, 24 h; % of positive control, neutral wells = 0; activation, % at 12.5 µM; hit rate 0.75% among 300,000;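 active = mean activation of at least 80% with every replicate also reaching 80%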;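 also: 0% = neutral control wells and 100% = parthenolide positive control wells; values of inactives mirror those of a sister screen read the other way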
CDK5 p35 inh – inhibitors of human CDK5/p35 kinase | Q00535+Q15078 | Recombinant CDK5/p35, ADP-Glo luminescence, 60 min | inhibition, % at 10 µM | hit rate 0.01% among 330,000 | AID 488839;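 active = highest replicate inhibition of at least 50% and at least 75% of replicates reaching 50%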;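 also: plate controls were DMSO neutral control for no effect and GW8510 at 10 µM for full effect; many of its hits are not listed in these tables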
SR-BI uptake up – SR-BI HDL lipid transfer activation. CHO ldlA[mSR-BI] cells, DiI-HDL uptake fluorescence, 3 h; 100 = double the neutral-control signal. activation, % at 12.5 µM. hit rate 0.096% among 320,000;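 active = mean replicate activation of at least 60% and every replicate at or above 60%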;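 also: 0% = median plate neutral-control signal and 100% = twice that signal; values of inactives mirror those of a sister screen read the other way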
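Assay system: CHO ldlA[mSR-BI] cells, LDL receptor-null, SR-BI overexpressing; medium: Ham's F12 with 0.5% BSA, HEPES 25 mM, pH 7.4; also added: DiI-HDL 10 µg/mL; timing: 3 h uptake period with compound, 37 °C; signal: DiI fluorescence, bottom read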
PKA-R2B activ – activates the human PKA-R2B holoenzyme complex. activation, % at 11.4 µM. PKA-R2B holoenzyme dissociation, Cy5-IP20 fluorescence polarization; R2B truncated from residue 108, S112A mutant; 0% DMSO only, 100% 113 µM cGMP. hit rate 0.079% among 340,000;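 active = activation above a cutoff set at the mean over all compounds plus 3 SD, cut at about 18% in these data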;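 also: higher means more holoenzyme dissociation and a rise in polarization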
Mot1-301 SUMO – blocks SUMOylation pathway, rescuing yeast Mot1-301 growth; hit rate 1% among 320,000; growth rescue, % at 18.8 µM; S. cerevisiae Mot1-301 growth rescue, ATP luminescence, 38.5C; percent above DMSO median, 100 means doubled; AID 2716;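 active = every valid replicate shows activation above 250% relative to neutral control wells; inactive = the rest, any valid replicate at or below 250%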;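 also: OY570 slx delta 5 strain wells were the positive control but not used for scaling; some compounds called inactive have numbers as strong as hits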
dFosB activator – activators of mouse delta FosB homodimer | AID 493131 | P13346 | activation, % at 25 µM | hit rate 0.99% among 340,000 | purified delta FosB, TAMRA-CDK5 oligo fluorescence polarization; percent of positive-control signal above neutral wells;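 active = mean activation above about 17%, with every replicate also reaching it, limit read from the data, passing the limit was not always enough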;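 also: fluorescence polarization rise as delta FosB binds a TAMRA Cdk5 AP-1 oligo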
SR-BI DiI inh – mouse SR-BI HDL lipid transfer inhibition; Q61009; ldlA[mSR-BI] CHO cells, DiI-HDL uptake fluorescence, 3 h; inhibition, % at 12.5 µM; hit rate 0.96% among 320,000; AID 488896;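 active = mean replicate inhibition of at least 70% and a set share of replicates each scoring 70 or more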;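 also: 0% = median of neutral control wells and 100% = median of positive control wells; values of inactives mirror those of a sister screen read the other way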
An asterisk follows results filed as active; nt = not tested or not shown.

SMILES	Arr AP2 block	PKA-R1A activ	Pemphigus Ab inh	NSD2 inh	MITF TRPM1 HTS	CDK5 p35 inh	SR-BI uptake up	PKA-R2B activ	Mot1-301 SUMO	dFosB activator	SR-BI DiI inh
COc1ccc2oc(C(=O)N3CCc4ccccc43)c(C)c2c1	-1	4	106	-3	27	3.6	-25	-14	-41	-14	25
CC(Sc1nnc(Cc2cccs2)n1C1CCCCC1)C(=O)N1CCc2ccccc21 (stereo not drawn)	8	0	125	3	-2	0.4	-20	2	-23	-2	20
COc1ccc(Nc2oc(COc3ccc(Cl)cc3)nc2C#N)cc1	-1	-2	106	0	-27	0.4	9	-8	15	22*	-9
O=C(Nc1ccc(Nc2ccccc2)cc1)c1ccc(Cl)cc1	0	-10	109	0	24	0.6	-49	-7	28	-3	49
O=C(Nc1ccc(CN2CCOCC2)cc1)c1cc2ccccc2o1	7	-8	85	0	105*	-0.7	-62	3	56	-7	62
CCOc1ccc(NC(=O)CSc2nc(NS(=O)(=O)c3ccc(C)cc3)cc(=O)[nH]2)cc1	3	-1	106	0	-4	-0.5	-14	0	nt	-11	14
CCS(=O)(=O)c1nc(S(=O)(=O)c2ccc(Cl)cc2)c(N2CCCC2)s1	7	0	102	-8	0	0.2	-9	-11	5	-2	9
CC(C)(C)NC(=O)C(=O)NN=C1CCCCCC1	6	-8	106	-7	3	0.4	8	-5	-13	-9	-8
CCN1CCN(S(=O)(=O)c2ccc(OC)c(NC(=O)c3ccccc3F)c2)CC1	-4	8	99	6	-12	-0.8	14	5	1	-18	-14
COc1ccc(N2CC(C(=O)Nc3ccc(S(=O)(=O)Nc4nccs4)cc3)CC2=O)c(OC)c1 (stereo not drawn)	3	-17	nt	2	-1	-1.0	-8	-6	2	-5	8
CCCCCc1c(O)nc(SCCN(C)C)[nH]c1=O	-7	-13	95	1	13	-6.2	10	-11	-13	1	-10
COc1cc(C=NNC(=O)Cn2nc(C)cc2C)ccc1OC(=O)C1CC1	-7	12	nt	-3	6	-0.8	-9	-6	-26	-9	9
COc1ccc(C)cc1NC(=O)CSc1nnc(-c2cc3cccc(OC)c3o2)n1N	9	-7	99	0	nt	-1.5	-31	-4	-8	-5	31
CCC(C)(C)C(=O)Nc1ncc(S(=O)(=O)c2ccc([N+](=O)[O-])cc2)s1	-3	-12	83	-1	-15	0.3	25	-9	3	2	-25
CCN(CC(=O)Nc1cc(C)c(Cl)cc1OC)CC(=O)NC1CCS(=O)(=O)C1 (stereo not drawn)	14	-1	101	-1	2	1.5	-11	-2	8	-8	11
CSC(=NCc1cccnc1)NS(=O)(=O)c1cccs1	3	-9	103	26	-5	-0.3	12	-5	8	0	-12
Cc1cc(Sc2nccn2C)ncc1[N+](=O)[O-]	nt	8	107	0	11	0.0	39	1	-12	1	-39
O=[N+]([O-])c1cccnc1Oc1ccc(C2SCCS2)cc1	14	6	nt	1	103*	0.5	-12	2	-8	-9	12
O=C(Nc1ccccc1)c1cccc(S(=O)(=O)N2CCCCC2)c1	1	-8	96	-3	nt	-0.5	15	2	-2	-4	-15
CC(C)(C)NC(=O)CN1CCN(C(=O)CCl)CC1	-10	-11	106	nt	2	0.1	29	-5	-27	1	-29
CN(CCNC(=O)c1ccc(N2CCCC2=O)cc1)CCc1ccccc1	-5	4	107	5	13	0.5	nt	5	74	-6	nt
COc1cc(CNCCCN2CCOCC2)cc(Br)c1OCC(=O)N1CCCCC1	-7	-10	103	nt	3	-1.2	23	-5	8	-1	-23
O=C1CC(Sc2ncn[nH]2)C(=O)N1c1ccccc1 (stereo not drawn)	-7	-2	83	nt	-3	0.8	29	-9	-26	2	-29
COc1cc(C(=S)N2CCOCC2)cc(OC)c1OC(=O)c1cc([N+](=O)[O-])c(C)c([N+](=O)[O-])c1	36	4	93	19	nt	-0.2	3	-5	240	-9	-3
COc1ccc(OCc2nnc(SCC(=O)Nc3ccccc3Cl)o2)cc1	4	10	130	-2	-5	-1.4	nt	12	47	-4	nt
Cc1ccccc1-n1nc2c(c1NC(=O)COc1ccc(Cl)cc1)CS(=O)C2 (stereo not drawn)	-3	4	99	nt	9	-1.9	4	1	-20	-5	-4
Cc1ccc(S(=O)(=O)N2CCCC2C(=O)NCc2ccc3c(c2)OCO3)cc1 (stereo not drawn)	1	-8	123	-5	2	-1.3	5	-2	0	-7	-5
Cc1nn(C)cc1N1C(=O)c2cccc3c(N)ccc(c23)C1=O	32	nt	98	0	nt	-0.6	-6	nt	3	-3	6
CCOC(=O)C1CCN(Cc2cccc(OCc3ccccc3)c2)CC1	-18	-8	98	1	-2	0.7	-12	-7	51	-5	12
O=C(Nc1c2c(nn1-c1ccccc1)CS(=O)(=O)C2)c1cccs1	9	-5	98	2	11	-1.0	3	-1	1	-2	-3
COCCn1c(=O)[nH]c2cc(C(=O)N3CCN(Cc4ccc5c(c4)OCO5)CC3)ccc2c1=O	2	1	91	nt	-7	0.7	-3	-1	nt	-6	3
COc1ccc(NC(=O)NN2CCN(C)CC2)c(OC)c1	33	-4	nt	0	-9	-0.5	15	12	10	-6	-15
CN(C)S(=O)(=O)N1CCc2ccccc21	4	4	95	0	-10	-0.1	6	0	-22	-2	-6
CCCC(=O)Nc1cc2c3c(c1)C(C)C(=O)N3CCC2 (stereo not drawn)	-9	-1	101	1	11	0.2	-1	7	-16	-3	1
O=C(CCNc1n[nH]c(=O)[nH]c1=O)N/N=C\c1ccc(Br)cc1	-1	-8	96	0	-5	1.4	9	-3	-5	0	-9
CC(=O)c1c(C)[nH]c(C(=O)CN2C(=O)NC(C)(c3ccc4c(c3)OCCO4)C2=O)c1C (stereo not drawn)	-1	-9	92	nt	4	-0.5	-16	4	4	-4	16
CCOC(=O)C1CN(S(=O)(=O)c2ccc(C)cc2)c2cc(S(=O)(=O)CC)ccc2O1 (stereo not drawn)	5	-1	101	2	4	-0.2	1	2	80	-9	-1
Brc1ccc(-c2nnc3n2C2(CCCC2)Cc2ccccc2-3)o1	5	8	104	-3	nt	-0.3	-30	2	-3	-16	30
Cc1cccc(NC(=O)Cn2cc(C(=O)C3CC3)c3ccccc32)c1C	3	-2	-14*	-2	-6	2.8	-15	-11	6	21*	15
CCOC(=O)C1=C(COC(=O)/C=C/c2cccc([N+](=O)[O-])c2)NC(=O)NC1C (stereo not drawn)	-2	-1	106	8	5	-0.4	-48	3	2	-5	48
Cn1ncc(Cl)c1C(=O)N1CCN(C23CC4CC(CC(C4)C2)C3)CC1	8	-11	93	0	16	0.7	45	3	232	-5	-45
COc1cccc(C2C3=C(CC(C)(C)CC3=O)OC(N)=C2[N+](=O)[O-])c1 (stereo not drawn)	-1	-5	nt	-1	nt	-0.5	27	3	-9	-8	-27
O=C(CN1CCC(C(=O)c2ccc3c(c2)OCCO3)CC1)Nc1ccccc1C(F)(F)F	-1	-8	86	-1	-2	-1.7	nt	-10	5	-14	nt
O=C(Cc1cccs1)NCc1ccccc1Br	-12	2	100	-1	nt	0.4	5	-4	-14	2	-5
Cc1ccc(S(=O)(=O)NCc2ccc(C(=O)NCCc3ccc(S(N)(=O)=O)cc3)cc2)cc1	-7	-7	93	-2	-2	1.7	-92	5	149	-4	92*
CC(=O)c1ccc(N2CCN(C(=S)Nc3cccc(Cl)c3)CC2)cc1	-14	-3	60*	-3	-6	-4.9	-46	-1	100	2	46
Cc1ccc(S(=O)(=O)Nc2cc3c(cc2C#N)OCO3)cc1C(N)=O	-1	2	114	0	6	-2.7	nt	0	-1	4	nt
Cc1cc([N+](=O)[O-])cc([N+](=O)[O-])c1NCC(C)C	32	nt	89	9	-3	-1.0	-1	nt	-2	2	1
C/C(CCC(C)C)=N\NC(=S)NCc1ccccc1	15	-15	100	-1	-10	0.6	-25	-14	nt	-3	25
Cc1nnc(C)n1N1C(=O)c2cccc3cccc(c23)C1=O	-2	-4	122	-1	-4	-1.2	21	-11	75	-2	-21
O=C1Nc2c(c(=O)[nH]c(=O)n2-c2ccc(F)cc2)C1(NS(=O)(=O)c1ccccc1)C(F)(F)F (stereo not drawn)	-6	-6	100	-2	-13	1.0	nt	-8	-14	-2	nt
Cn1ncc(C(=O)N=S(C)(=O)c2ccccc2)c1[N+](=O)[O-] (stereo not drawn)	46	2	102	-2	4	-0.7	1	1	1	-8	-1
O=C(NCCCN1CCOCC1)c1ccc(CNS(=O)(=O)c2ccc(F)cc2)cc1	1	-5	104	-1	-1	-2.0	11	3	-1	-11	-11
COc1ccccc1CNC(=O)C1CC(=O)N(c2ccc(C)c(C)c2)C1 (stereo not drawn)	-2	-7	105	24	1	-0.7	-15	-16	-11	0	15
O=C(c1ccco1)N1CCCC(c2ccccc2)C1 (stereo not drawn)	14	6	99	-4	15	-2.4	-6	0	1	0	6
COc1ccccc1CNC(=S)Nc1ccc(F)cc1	-7	-2	99	-2	1	0.9	-24	-13	-3	-2	24
O=C(NCc1ccc2[nH]c3c(c2c1)CCCC3)c1ccc(S(=O)(=O)N2CCOCC2)cc1	5	-11	111	nt	nt	3.2	-25	-7	-12	-15	25
c1ccc(Sc2ncnc3c2oc2ccccc23)cc1	-4	-9	nt	-2	52	-0.4	nt	-7	10	0	30
CC(C)(C)OC(=O)N1CCC(c2c(C(=O)O)cnn2-c2ccccc2)CC1	16	-1	104	-6	3	1.4	28	-3	-1	2	-28
COc1ccc(CCNC(=O)c2cccc(NC(=O)CC3SC(N4CCCCC4)=NC3=O)c2)cc1OC (stereo not drawn)	-6	-11	112	0	-5	0.3	-78	-16	4	-9	78*
CCO[C@@H]1OC(C(=O)O)=C[C@H](c2cn(C(C)=O)c3ccccc23)[C@H]1CCCO	-4	2	101	nt	8	-0.1	7	3	-2	1	-7
COc1ccc(OCCN2CCOCC2)cc1	-14	-1	121	0	nt	-0.6	35	-10	17	0	-35

High-throughput results: PubChem BioAssay, several laboratories
